Compound activity: PubChem, Broad Institute
STK33 inh = STK33 kinase inhibitors, primary screen, biochemical, luminescence, ADP-Glo, MBP substrate | Serine/threonine-protein kinase 33 (Homo sapiens), Q9BYT3 | inhibition, % at 12.5 µM | actives 0.44% (n = 27,000); in the data active means inhibition above about 20%; inconclusive means no clear call, values can overlap the other calls
Target sequence (Q9BYT3 whole entry, looked up): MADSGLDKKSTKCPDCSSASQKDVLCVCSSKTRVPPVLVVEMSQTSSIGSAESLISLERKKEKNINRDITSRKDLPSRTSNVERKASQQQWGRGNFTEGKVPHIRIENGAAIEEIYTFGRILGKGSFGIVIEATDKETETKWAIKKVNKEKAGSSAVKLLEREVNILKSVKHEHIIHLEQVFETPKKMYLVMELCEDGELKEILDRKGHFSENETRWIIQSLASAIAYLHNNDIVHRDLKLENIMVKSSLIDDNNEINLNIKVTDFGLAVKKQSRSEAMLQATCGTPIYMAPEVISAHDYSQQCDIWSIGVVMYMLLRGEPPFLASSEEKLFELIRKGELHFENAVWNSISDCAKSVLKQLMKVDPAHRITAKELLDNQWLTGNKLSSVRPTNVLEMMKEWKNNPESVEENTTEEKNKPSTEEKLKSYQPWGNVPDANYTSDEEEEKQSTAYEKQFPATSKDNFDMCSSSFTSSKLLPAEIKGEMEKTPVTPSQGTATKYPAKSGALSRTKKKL
p53 PUMA act = mutant p53 pathway re-activators, primary screen, cell-based, SW480, luciferase, single point, HTS; AID 624151, 2012; SW480 PUMA-promoter luciferase, p53 mutant reactivation; actives 1.5% (n = 28,000); activation, % at 9.98 µM; in the data active means activation above about 52%; inconclusive means no clear call, values can overlap the other calls
The depositor's hits bear a star; u = inconclusive; x = no result given. Only part of the results is shown; the hit share may differ from the screen's.

SMILES | STK33 inh | p53 PUMA act
COc1c2c(cc3oc(CO[C@@H]4O[C@H](CO)[C@@H](O)[C@H](O)[C@H]4O)cc(=O)c13)OC(C(C)(C)O)C2 (some centres not stated) | 1.6 | 11.1
COc1ccc(C(=O)NCc2oc(-c3ccccc3)cc2C(=O)O)cc1 | -0.3 | -7.6
Cc1cccc(CN(C)C[C@@H]2Oc3ncc(-c4ccc(F)cc4)cc3C(=O)N([C@H](C)CO)C[C@@H]2C)c1 | 1.4 | x
CC1(CO)CCCC2(C)C3=C(CC(=O)C12)C(=O)OC3 (configuration not stated) | 0.5 | 1.5
COC(=O)C1=C(C)NC(C)=C(C(=O)OCCCN2CCC(c3ccccc3)(c3ccccc3)CC2)[C@H]1c1cccc([N+](=O)[O-])c1 | x | -56.5
COc1ccc(-c2noc(CSc3nc(-c4ccccc4)cc(=O)[nH]3)n2)cc1OC | 0.1 | 9.3
CC(C)NC(=O)Nc1ccc2c(c1)C(=O)N([C@@H](C)CO)C[C@H](C)[C@H](CN(C)Cc1ccc(C(=O)O)cc1)O2 | -2.3 | x
CCN(CC(=O)Nc1cccc([N+](=O)[O-])c1C)S(=O)(=O)c1ccc(Br)cc1 | -7.5 | -2.6
C[C@H]1CN([C@@H](C)CO)C(=O)Cc2cc(NS(=O)(=O)c3ccc(Cl)cc3)ccc2O[C@@H]1CN(C)Cc1ccc2c(c1)OCO2 | -2.3 | x
C[C@H]1CN([C@@H](C)CO)C(=O)c2cc(NC(=O)Cc3ccccc3)ccc2O[C@H]1CN(C)Cc1ccc(-c2ccccc2)cc1 | 0.4 | x
C[C@@H]1CCCCO[C@@H](CN(C)C(=O)Nc2ccc(C(F)(F)F)cc2)[C@@H](C)CN([C@H](C)CO)C(=O)c2cc(NS(=O)(=O)c3cn(C)cn3)ccc2O1 | 0.1 | -3.3
C[C@H]1CCCCO[C@H](CN(C)Cc2ccncc2)[C@@H](C)CN([C@@H](C)CO)C(=O)c2cc(NS(=O)(=O)c3ccccc3)ccc2O1 | x | 10.7
Cc1ccccc1OCCn1c(C(C)O)nc2ccccc21 (configuration not stated) | 0.5 | -3.4
C[C@H](CO)N1C[C@H](C)[C@@H](CN(C)Cc2ccccc2)OCCCC[C@H](C)Oc2ccc(NC(=O)Nc3ccc4c(c3)OCO4)cc2C1=O | x | -12.1
Cn1c(SCC(=O)Nc2ccccc2C(=O)Nc2ccccc2)nc2ccccc2c1=O | 0.8 | -5.1
C[C@H](CO)N1C[C@H](C)[C@H](CN(C)C(=O)NC2CCCCC2)Oc2ccc(NC(=O)Nc3ccc(C(F)(F)F)cc3)cc2CC1=O | 0.3 | -20.9
C[C@@H]1CN([C@H](C)CO)C(=O)Cc2cc(NS(=O)(=O)c3cn(C)cn3)ccc2O[C@@H]1CN(C)S(=O)(=O)c1cn(C)cn1 | 0.1 | 5.4
Cc1ccc(S(=O)(=O)N(C)C[C@@H]2Oc3ccc(NC(=O)Nc4c(C)noc4C)cc3C(=O)N([C@H](C)CO)C[C@@H]2C)cc1 | 0.1 | x
COc1cccc(-c2cnc3c(c2)C(=O)N([C@H](C)CO)C[C@H](C)[C@H](CN(C)S(=O)(=O)c2ccc(C#N)cc2)O3)c1 | -4.1 | x
CNC[C@H]1OCCCC[C@@H](C)Oc2ccc(NS(=O)(=O)c3c(C)noc3C)cc2C(=O)N([C@@H](C)CO)C[C@H]1C | x | -5.5

Exported with values under each structure: entries from further up.
Sequence of screens – STK33 inh	p53 PUMA act
C[C@@H]1CCCCO[C@@H](CN(C)C(=O)Nc2ccc(C(F)(F)F)cc2)[C@@H](C)CN([C@H](C)CO)C(=O)c2cc(NS(=O)(=O)c3cn(C)cn3)ccc2O1
    0.1	-3.3
C[C@H]1CCCCO[C@H](CN(C)Cc2ccncc2)[C@@H](C)CN([C@@H](C)CO)C(=O)c2cc(NS(=O)(=O)c3ccccc3)ccc2O1
    x	10.7
Cc1ccccc1OCCn1c(C(C)O)nc2ccccc21 (configuration not stated)
    0.5	-3.4
C[C@H](CO)N1C[C@H](C)[C@@H](CN(C)Cc2ccccc2)OCCCC[C@H](C)Oc2ccc(NC(=O)Nc3ccc4c(c3)OCO4)cc2C1=O
    x	-12.1
Cn1c(SCC(=O)Nc2ccccc2C(=O)Nc2ccccc2)nc2ccccc2c1=O
    0.8	-5.1
C[C@H](CO)N1C[C@H](C)[C@H](CN(C)C(=O)NC2CCCCC2)Oc2ccc(NC(=O)Nc3ccc(C(F)(F)F)cc3)cc2CC1=O
    0.3	-20.9
C[C@@H]1CN([C@H](C)CO)C(=O)Cc2cc(NS(=O)(=O)c3cn(C)cn3)ccc2O[C@@H]1CN(C)S(=O)(=O)c1cn(C)cn1
    0.1	5.4
Cc1ccc(S(=O)(=O)N(C)C[C@@H]2Oc3ccc(NC(=O)Nc4c(C)noc4C)cc3C(=O)N([C@H](C)CO)C[C@@H]2C)cc1
    0.1	x
COc1cccc(-c2cnc3c(c2)C(=O)N([C@H](C)CO)C[C@H](C)[C@H](CN(C)S(=O)(=O)c2ccc(C#N)cc2)O3)c1
    -4.1	x
CNC[C@H]1OCCCC[C@@H](C)Oc2ccc(NS(=O)(=O)c3c(C)noc3C)cc2C(=O)N([C@@H](C)CO)C[C@H]1C
    x	-5.5

New compounds follow.
SMILES | STK33 inh | p53 PUMA act
O=C(OCCSc1cnc2ccccc2n1)c1cc(Cl)cc(Cl)c1 | x | 1.8
C[C@H](CO)N1C[C@H](C)[C@@H](CN(C)S(=O)(=O)c2ccc(Cl)cc2)Oc2ccc(NC(=O)C3CCCCC3)cc2C1=O | 0.8 | x
C[C@@H]1CN([C@@H](C)CO)C(=O)CCCn2cc(nn2)CO[C@H]1CN(C)CC1CCCCC1 | -3.6 | x
C=C(COC(C)=O)[C@@H]1Cc2cc(C(C)=O)ccc2O1 | 1.4 | 3.5
C=CCN1CCc2c(cc(O)c(O)c2Br)[C@@H](c2ccccc2)C1 | -7.4 | x
O=S(=O)(c1ccccc1)N1CCN(Cc2cccc(OCCO)c2)CC1 | -2.1 | x
COc1cccc(-c2ccc3c(c2)O[C@H](CN(C)CC2CC2)[C@H](C)CN([C@@H](C)CO)S3(=O)=O)c1 | x | 7.6
C[C@@H]1CN([C@@H](C)CO)C(=O)CCCn2nncc2CO[C@@H]1CN(C)S(=O)(=O)c1ccc2ccccc2c1 | 11.0 | -0.6
C[C@H]1CCCCO[C@@H](CN(C)C(=O)Nc2ccc(F)cc2)[C@@H](C)CN([C@@H](C)CO)C(=O)c2cc(NS(=O)(=O)c3ccccc3)ccc2O1 | x | -1.9
COc1ccc(C2C(C(=O)Nc3ccccc3)=C(C)Nc3ncnn32)cc1O (configuration not stated) | -4.9 | -16.7
Cc1ccc(-c2cnc3c(c2)C(=O)N([C@H](C)CO)C[C@H](C)[C@H](CN(C)Cc2ccccc2C(=O)O)O3)cc1 | x | 4.8
C[C@H](CO)N1C[C@H](C)[C@H](CN(C)S(=O)(=O)c2cccs2)OCCCC[C@H](C)Oc2ccc(NS(=O)(=O)c3cccs3)cc2C1=O | x | -7.7
CC(C)CC#Cc1ccc2c(c1)O[C@@H](CN(C)C(=O)Nc1ccccc1F)[C@@H](C)CN([C@@H](C)CO)S2(=O)=O | x | -20.2
COc1cccc(S(=O)(=O)N(C)C[C@H]2OCc3cn(nn3)CCCC(=O)N([C@H](C)CO)C[C@@H]2C)c1 | -0.2 | x
C[C@@H]1CCCCO[C@@H](CN(C)S(=O)(=O)c2cn(C)cn2)[C@@H](C)CN([C@H](C)CO)C(=O)c2cc(NC(=O)CCC(F)(F)F)ccc2O1 | 2.5 | x
CCCC#Cc1cnc2c(c1)C(=O)N([C@H](C)CO)C[C@@H](C)[C@@H](CN(C)Cc1ccncc1)O2 | x | -2.6
COc1ccc(C)cc1S(=O)(=O)NCc1ccccn1 | 0.6 | -2.0
O=C(O)C1C2C=CC(O2)C1C(=O)Nc1ccc(Oc2ccc(Cl)cc2)cc1 (configuration not stated) | -5.1 | 0.2
C[C@@H]1Cc2c(O)c(O)cc(O)c2C(=O)O1 | 1.2 | 2.4
CC(=O)Nc1ccc(S(=O)(=O)Nc2ccc([N+](=O)[O-])cc2)cc1 | -1.6 | -5.6
CNC[C@H]1Oc2c(NS(=O)(=O)c3cn(C)cn3)cccc2C(=O)N([C@H](C)CO)C[C@@H]1C | x | 5.3
CCOC(=O)C1CCCCN1Cc1cccc([N+](=O)[O-])c1 (configuration not stated) | 1.6 | 9.3
NS(=O)(=O)c1ccc(CCNC(=O)c2cccnc2)cc1 | 2.0 | 16.5
CC(C)=CCc1c(O)cc(O)c2c(=O)cc(-c3ccc(O)cc3)oc12 | u | -59.6
CC1CCc2c(sc3ncnc(SCC(=O)NC4CCCCC4)c23)C1 (configuration not stated) | 1.0 | -6.8
O=C(NCCCn1ccnc1)c1cc(-c2ccc(Br)cc2)nc2ccccc12 | 4.3 | 15.0
CSc1nc(CSc2ccc(Cl)cc2)nc(C2CC2)c1C#N | 2.0 | x
COc1ccc(OC)c(S(=O)(=O)N(C)CC(=O)N2CCN(c3ccc(F)cc3)CC2)c1 | -3.6 | 1.6
Cc1ccc(S(=O)(=O)N(C)C[C@@H]2Oc3ccc(NS(=O)(=O)c4ccccc4)cc3CC(=O)N([C@H](C)CO)C[C@H]2C)cc1 | -0.9 | x
NC(=O)N/N=C/c1ccc([N+](=O)[O-])o1 | -6.3 | -12.7
Cc1noc(C)c1S(=O)(=O)Nc1ccc2c(c1)C(=O)N([C@@H](C)CO)C[C@H](C)[C@H](CN(C)Cc1ccc(C(F)(F)F)cc1)O2 | -1.9 | x
O=C(Nc1ccncc1)c1cc([N+](=O)[O-])ccc1Cl | x | -3.5
Cc1ccc(S(=O)(=O)Nc2ccc3c(c2)C(=O)N([C@@H](C)CO)C[C@H](C)[C@@H](CN(C)Cc2ccccc2)O3)cc1 | -0.1 | x
Cc1ccc(-c2nnc(N3CCN(C(=O)CSc4ncn[nH]4)CC3)c3ccccc23)cc1 | -0.1 | -1.4
CC(C)NC(=O)Nc1ccc2c(c1)C(=O)N([C@@H](C)CO)C[C@@H](C)[C@H](CN(C)S(=O)(=O)c1cn(C)cn1)OCCCC[C@@H](C)O2 | x | 8.5
O=C(NCc1cccnc1)c1cnn2c(C(F)(F)F)cc(-c3ccccc3)nc12 | 1.1 | -2.2
C[C@@H]1CN([C@H](C)CO)C(=O)Cc2cc(NS(=O)(=O)c3ccc(Cl)cc3)ccc2O[C@@H]1CN(C)C(=O)Nc1ccccc1 | -0.2 | x
CCCC#Cc1ccc2c(c1)O[C@@H](CN(C)C(C)=O)[C@H](C)CN([C@@H](C)CO)S2(=O)=O | x | 0.5
CC1CC(=O)C2=C(C1)C1OC1C1(O)C2C(=O)c2cccc(O)c2C1O (configuration not stated) | -2.3 | 2.1
C[C@H](CO)N1C[C@H](C)[C@@H](CN(C)S(=O)(=O)c2cccs2)OCCCC[C@H](C)Oc2ccc(NC(=O)c3ccncc3)cc2C1=O | x | -7.0
CCOC(=O)c1c(-c2ccccc2)csc1NC(=O)Cn1cnc2ccccc2c1=O | 2.0 | -2.7
Cc1cccc(NC(=O)C2CN(S(=O)(=O)c3ccccc3)CCN2S(=O)(=O)c2ccccc2)c1 (configuration not stated) | -0.7 | -1.6
C[C@@H]1CN([C@@H](C)CO)C(=O)Cc2cc(NC(=O)Cc3cn(C)c4ccccc34)ccc2O[C@H]1CN(C)S(=O)(=O)c1cn(C)cn1 | x | -7.6
COc1ccc(S(=O)(=O)N(C)C[C@H]2Oc3ccc(NC(=O)Nc4ccc(F)cc4)cc3CC(=O)N([C@H](C)CO)C[C@H]2C)cc1 | -1.4 | x
c1ccc(-n2c(SCc3nc4ccccc4s3)nnc2-c2ccncc2)cc1 | 1.5 | -8.8
C[C@@H]1CN([C@H](C)CO)C(=O)c2cc(NC(=O)NC3CCCCC3)ccc2O[C@@H](C)CCCCO[C@H]1CN(C)S(=O)(=O)c1ccccc1 | x | -37.5
N#Cc1cc2c(nc1SCC(=O)Nc1cc(C(F)(F)F)ccc1Cl)CCCCC2 | 5.5 | 5.4
C[C@@H]1CN([C@@H](C)CO)C(=O)c2cccc(NC(=O)C3CCOCC3)c2O[C@H]1CN(C)S(=O)(=O)c1ccc(Cl)cc1 | x | 3.1
COc1ccc(S(=O)(=O)N(C)C[C@@H]2Oc3ccc(NC(=O)Cc4cn(C)c5ccccc45)cc3CC(=O)N([C@@H](C)CO)C[C@@H]2C)cc1 | -8.6 | x
OCc1nc2ccccc2n1CCOc1cccc(Cl)c1 | -2.5 | 3.6
N#Cc1c(-c2ccco2)nc(SCC(=O)Nc2ccc(I)cc2)[nH]c1=O | 0.8 | -5.2
C[C@H]1CN([C@@H](C)CO)C(=O)Cc2cc(NC(=O)Nc3ccc(C(F)(F)F)cc3)ccc2O[C@@H]1CN(C)Cc1ccncc1 | -1.2 | -10.2
C[C@@H]1CN([C@@H](C)CO)C(=O)c2cc(NC(=O)Cc3ccccc3)ccc2O[C@@H](C)CCCCO[C@H]1CN(C)C(=O)CCC(F)(F)F | x | -3.3
C[C@H](CO)N1C[C@H](C)[C@@H](CN(C)Cc2ccc(C(F)(F)F)cc2)Oc2ccc(NS(=O)(=O)c3ccccc3)cc2CC1=O | x | 6.7
Cc1noc(C)c1NC(=O)N(C)C[C@@H]1Oc2ccc(NS(=O)(=O)c3ccc(Cl)cc3)cc2CC(=O)N([C@@H](C)CO)C[C@@H]1C | 0.2 | x
Cc1cc(C)nc(SCC(=O)Nc2ccc(C(=O)O)cc2)n1 | 0.2 | 1.9
CC(=O)O[C@@H]1[C@@H](OC(C)=O)[C@H](C)O[C@@H](O[C@H]2[C@@H]3C=CO[C@@H](O[C@@H]4O[C@H](CO)[C@@H](O)[C@H](O)[C@H]4O)[C@@H]3[C@@]3(CO)O[C@@H]23)[C@@H]1OC(=O)/C=C/c1ccccc1 | -1.1 | x
Cc1cc2c(c(=O)n1CCN1CCOCC1)C(c1cccc(F)c1)C(C#N)=C(N)O2 (configuration not stated) | x | -20.3
